H37Rv inhibition: M. tuberculosis growth inhibition, HTS (AID 449762) | M. tuberculosis H37Rv growth inhibition, 7H9 media; higher % means a stronger effect | actives 0.59% (n = 330,000) | inhibition, % at 25 µM; hits with a dose series show IC50 in µM; in the data active = a potency from the dose series;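 note: bacterial growth assessed after seven days of incubation; strong numbers were not always called active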
influenza NS1A: H1N1 influenza NS1A inhibitors, functional cell based assay (AID 504329). actives 0.3% (n = 340,000). one-dose inhibition, % at 12.5 µM; IC50 in µM for titrated hits. NS1A functional cell-based assay, percent inhibition; higher % means a stronger effect; in the data active = a potency from the dose series; note: strong numbers were not always called active
M. tuberculosis: growth inhibition of non-replicating M. tuberculosis (AID 488890) | Mycobacterium tuberculosis non-replicating, growth inhibition; higher % means a stronger effect | one-dose inhibition, % at 25 µM; IC50 in µM for titrated hits | actives 0.39% (n = 320,000); in the data active = a potency from the dose series;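 note: plate controls were DMSO cells for no effect and high antibiotic wells for full effect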
Salmonella PhoP GFP: PhoP regulon inhibitors, Salmonella typhi PhoP promoter GFP reporter, confirmatory (AID 1850); actives 0.33% (n = 310,000); Salmonella Typhi PhoP-promoter GFP reporter, fluorescence, 4 h; higher % means a stronger effect; one-dose inhibition, % at 50 µM; IC50 in µM for titrated hits; in the data active = a potency from the dose series;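 note: 0% = induced wells with vehicle and 100% = uninduced wells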
inhibitors of VEEV: inhibitors of VEEV TC-83 cytopathic effect, confirmation, Vero cells (AID 588727). Vero cells, VEEV TC-83 cytopathic effect inhibition; higher % means a stronger effect. one-dose inhibition, % at 20 µM; IC50 in µM for titrated hits. actives 0.13% (n = 350,000); in the data active = a potency from the dose series; note: strong numbers were not always called active
inhibitors of VEEV 10K pilot screen: further read-out of inhibitors of VEEV, marked with its call; inhibition, %; measured here: 10K pilot screen inhibition
* marks the source's active call; other numbers are inactive results; i = inactive; x = no result given.

SMILES	H37Rv inhibition	influenza NS1A	M. tuberculosis	Salmonella PhoP GFP	inhibitors of VEEV	others
C[n+]1ccc(/C=C/c2c[nH]c3ccccc23)cc1	-7.3%	-3.1%	3.0%	-7.9%	6.0%
O=c1[nH]c(Cc2ccc(Cl)cc2)nc2ccccc12	6.1%	-4.9%	25.0%	1.2%	0.7%
O=C(COC(=O)c1c2c(nc3ccccc13)CCN(Cc1ccccc1)C2)Nc1c(F)cccc1F	-14.2%	-3.3%	57.2%	-10.4%	4.1%	inhibitors of VEEV 10K pilot screen=6.4
Cc1ccc(NS(=O)(=O)c2ccc(C(=O)N3CC(C)CC(C)C3)cc2)cc1 (stereo not drawn)	21.3%	-0.8%	25.7%	-0.1%	0.5%
Cc1nn(-c2ccccc2)c2sc(C(=O)N(Cc3ccco3)C(C)C(=O)NC(C)(C)C)cc12 (stereo not drawn)	4.7%	5.0%	43.1%	4.2%	8.3%
CC(=O)Nc1ccc(C2NC(=O)CCC2[N+](=O)[O-])cc1 (stereo not drawn)	0.7%	-5.1%	-4.0%	-8.8%	i
COc1ccc(-n2c(SCC(=O)N3CCC(C(=O)O)CC3)nc3ccccc3c2=O)cc1OC	4.6%	1.9%	-7.5%	0.8%	0.7%
O=C(NC12CC3CC(CC(C3)C1)C2)c1c(Cl)cccc1Cl	1.9%	-6.8%	32.1%	-2.3%	0.6%
COc1ccc(C2C(C#N)=C(N)OC3=C2C(=O)CCC3)cc1Cn1nc(C)c([N+](=O)[O-])c1C (stereo not drawn)	-7.3%	10.4%	6.8%	-11.7%	0.3%
COc1cc(C(=O)NCC(=O)N/N=C(\C)Cc2ccccc2)cc(OC)c1OC	8.7%	4.3%	-6.0%	8.1%	2.5%
Cc1cc(NC(=O)Cc2c(F)cccc2Cl)no1	0.8%	-5.4%	-0.2%	-6.3%	i
CCN(CC(=O)Nc1ccccc1C(F)(F)F)C(=O)c1cc2c(s1)CCCCC2	1.6%	-1.6%	1.4%	7.9%	6.0%
O=C(CN1CCN(c2ccccn2)CC1)Nc1ccc(Oc2ccccc2)cc1	56.6%	-0.2%	53.6%	2.7%	1.2%
CC[N+](CC)(CC)CC(=O)Nc1ccc(SC(F)F)cc1	-0.5%	12.6%	9.0%	-5.6%	1.3%
O=C(O)CSc1nnc(C2COc3ccccc3O2)n1-c1ccccc1 (stereo not drawn)	-7.2%	-8.9%	9.4%	-15.2%	1.7%
Cc1cc(C(=O)OCC(=O)NCc2ccc(Cl)cc2)c(C)o1	8.3%	-0.2%	48.7%	0.6%	2.4%
Cn1nc(C(=O)Nc2cccc(C(F)(F)F)c2)c2ccccc2c1=O	11.5%	-20.5%	24.9%	-2.5%	0.6%
O=C(CSc1nc(-c2ccco2)cc(C(F)(F)F)n1)NC1CCCCCCC1	4.6%	-3.6%	-15.4%	12.1%	1.2%
COc1ccc(C2c3ccc(O)cc3Oc3ncn(CCCO)c(=N)c32)cc1OC (stereo not drawn)	-6.0%	9.0%	-0.3%	-0.9%	2.9%
CCn1c(=O)cc(OCC(=O)O)c2ccccc21	-8.8%	-9.0%	-5.6%	16.8%	1.5%

12 structures out of the list, ordered by length of the SMILES, highest first:
SMILES	H37Rv inhibition	influenza NS1A	M. tuberculosis	Salmonella PhoP GFP	inhibitors of VEEV	others
COc1ccc(C2C(C#N)=C(N)OC3=C2C(=O)CCC3)cc1Cn1nc(C)c([N+](=O)[O-])c1C (stereo not drawn)	-7.3%	10.4%	6.8%	-11.7%	0.3%
COc1ccc(-n2c(SCC(=O)N3CCC(C(=O)O)CC3)nc3ccccc3c2=O)cc1OC	4.6%	1.9%	-7.5%	0.8%	0.7%
CCN(CC(=O)Nc1ccccc1C(F)(F)F)C(=O)c1cc2c(s1)CCCCC2	1.6%	-1.6%	1.4%	7.9%	6.0%
COc1cc(C(=O)NCC(=O)N/N=C(\C)Cc2ccccc2)cc(OC)c1OC	8.7%	4.3%	-6.0%	8.1%	2.5%
COc1ccc(C2c3ccc(O)cc3Oc3ncn(CCCO)c(=N)c32)cc1OC (stereo not drawn)	-6.0%	9.0%	-0.3%	-0.9%	2.9%
O=C(CSc1nc(-c2ccco2)cc(C(F)(F)F)n1)NC1CCCCCCC1	4.6%	-3.6%	-15.4%	12.1%	1.2%
O=C(CN1CCN(c2ccccn2)CC1)Nc1ccc(Oc2ccccc2)cc1	56.6%	-0.2%	53.6%	2.7%	1.2%
Cn1nc(C(=O)Nc2cccc(C(F)(F)F)c2)c2ccccc2c1=O	11.5%	-20.5%	24.9%	-2.5%	0.6%
O=C(O)CSc1nnc(C2COc3ccccc3O2)n1-c1ccccc1 (stereo not drawn)	-7.2%	-8.9%	9.4%	-15.2%	1.7%
Cc1cc(C(=O)OCC(=O)NCc2ccc(Cl)cc2)c(C)o1	8.3%	-0.2%	48.7%	0.6%	2.4%
CC[N+](CC)(CC)CC(=O)Nc1ccc(SC(F)F)cc1	-0.5%	12.6%	9.0%	-5.6%	1.3%
CCn1c(=O)cc(OCC(=O)O)c2ccccc21	-8.8%	-9.0%	-5.6%	16.8%	1.5%

Going on with the list:
SMILES	H37Rv inhibition	influenza NS1A	M. tuberculosis	Salmonella PhoP GFP	inhibitors of VEEV	others
O=C(O)CCCCCN1C(=O)C(O)=C(C(=O)/C=C/c2ccccc2)C1c1ccccc1[N+](=O)[O-] (stereo not drawn)	11.2%	6.2%	10.5%	8.2%	3.5%
Cc1ccc(C(=O)NCC(=O)NCC(=O)OCc2ccc(Cl)cc2)cc1	-11.8%	13.0%	-0.2%	-1.0%	i
CCN=C1SC(CC(=O)NC(C)c2ccccc2)C(=O)N1CC (stereo not drawn)	-6.1%	5.5%	14.3%	-6.3%	0.2%
COc1ccccc1NC(=O)c1sc2ncn(Cc3ccccc3C)c(=O)c2c1C	3.0%	-13.6%	-2.1%	2.8%	1.0%
CCOc1ccc(S(=O)(=O)NC2CCCC2)cc1	-1.8%	-7.2%	28.9%	-9.6%	2.7%
CCn1c(N)cc(=O)[nH]c1=S	x	8.7%	x	x	4.1%
CCN1CCN(c2cn[nH]c(=O)c2Cl)CC1	-2.5%	-3.1%	7.4%	3.6%	4.2%
COc1ccc(CNC(=O)C[C@H]2C[C@H](C(=O)N3CCCCC3)[C@@]3(C)c4[nH]c5cc(CCC(=O)N(C)C)ccc5c4CCN3C2=O)cc1OC	x	16.0%	x	x	i
O=C(Nc1ccc(Br)cc1)C1CCCN(S(=O)(=O)c2cccnc2)C1 (stereo not drawn)	-2.0%	-4.1%	10.7%	7.2%	1.9%
CC1=C(C(=O)N2CCOCC2)C(c2cccc3ccccc23)NC(=S)N1 (stereo not drawn)	-3.9%	-2.7%	-13.6%	-11.0%	0.7%
COC(=O)c1ccccc1NC(=O)c1cccs1	-9.6%	11.6%	11.6%	0.3%	i
COc1cccc(/C(O)=C2/C(=O)C(=O)N(CCN3CCOCC3)C2c2cccs2)c1 (stereo not drawn)	-1.3%	25.4%	x	22.1%	0.8%
COc1ccc(C(=O)NC(C)c2ccc(-n3ccnc3)cc2)c(OC)c1 (stereo not drawn)	-10.5%	-2.3%	21.3%	-0.9%	7.9%
CN(C)CCCNC(=O)c1cc(C(=O)c2ccccc2)c[nH]1	-5.0%	-3.7%	-4.2%	5.7%	0.8%
COc1ccc(NC(=O)c2cc(-c3ccc(C)c(C)c3O)n[nH]2)cc1Cl	7.5%	-0.6%	-3.2%	14.2%	i
COc1ccc(N[C@@H]2CCN3C(=O)c4ccccc4[C@@H]3C[C@H]2O)cc1	x	1.6%	x	x	0.4%
CC(C)n1c(NCc2c[nH]c3ccccc23)nc2ccccc21	-3.2%	4.7%	0.2%	0.0%	0.1%
CC(C)OC(=O)NCCOC(=O)Nc1ccc(Cl)cc1	3.4%	-11.3%	21.1%	-6.3%	0.4%
CCOC(=O)[C@@H]1[C@H]2COc3ccccc3[C@@H]2N2C(=O)N(c3ccccc3)C(=O)[C@@]12C	-6.9%	4.2%	11.6%	1.6%	0.3%
CC(C)(C)NC(=O)CN(C(=O)C1(C)CC(=O)N=C2C=CC=CN21)C1CCCC1 (stereo not drawn)	-6.2%	-1.5%	-6.7%	-1.0%	3.4%
COc1cc(CN(C(=S)NCC(=O)NC2CC2)C2CCCC2)cc(OC)c1OC	-1.7%	11.6%	-9.1%	-11.2%	0.6%
CN(Cc1n[nH]c(=S)n1C)S(=O)(=O)c1ccccc1	-2.4%	1.1%	78.8%	-6.4%	0.1%
COc1ccc2[nH]c3c(c2c1)CCN1C(=O)C(CC(=O)NCC24CC5CC(CC(C5)C2)C4)C[C@H](C(=O)N2CCOCC2)[C@@]31CCC1CCCC1 (stereo partly drawn)	x	1.3%	x	x	i
COc1cccc(/C=N/NC(=S)Nc2cccc(C(=O)O)c2)c1	4.3%	0.7%	-32.0%	-0.6%	1.8%
O=C(CN1C(=O)C2C3C=CC(C3)C2C1=O)NCc1ccccc1 (stereo not drawn)	-9.6%	-6.5%	-9.6%	-5.6%	0.5%
O=C(Sc1n[nH]c(=O)[nH]c1=O)c1ccccc1	x	15.6%	x	x	0.7%
CCOC(=O)N1CCN(S(=O)(=O)c2ccc3c4c(cccc24)C(=O)N3)CC1	3.9%	-10.4%	32.6%	-2.2%	2.9%
Cc1c(C#N)c(SCC(N)=O)nc2c1CCCC2	-4.5%	-3.2%	-13.2%	5.2%	1.4%
O=C(NCCc1ccc(F)cc1)Nc1ccccc1Cl	2.2%	-6.6%	8.7%	-2.1%	1.9%
O=C(C1CCC1)N1CCc2cc(S(=O)(=O)NCCCN3CCCCC3)ccc21	5.7%	5.7%	x	5.8%	1.0%
CCOC(=O)C(NC(C)=O)(OCc1ccc(F)cc1)C(F)(F)F (stereo not drawn)	-2.8%	1.6%	-6.5%	30.9%	0.6%
C[C@H](O)[C@@H]1C(=O)N2CCc3ccc(N4CCOCC4)cc3[C@@H]2C[C@@H]1N(C)C(=O)C(C)(C)C	x	-12.5%	x	x	0.2%
CCOC(=O)C(=O)C1=C(N2CCOCC2)/C(=C\c2cccc([N+](=O)[O-])c2)CC1	3.3%	-8.7%	19.4%	-5.9%	4.4%
CCN1CCN(C(=O)CSCc2nc(-c3ccc(OC)c(OC)c3)oc2C)CC1	4.1%	1.7%	9.1%	-3.2%	i
CCOc1ccc(N(CC(=O)NCc2ccc(F)cc2)S(=O)(=O)c2c(C)noc2C)cc1	-11.9%	-9.2%	x	11.4%	1.0%
CC(CC(=O)O)CC(=O)Nc1ccc(S(N)(=O)=O)cc1 (stereo not drawn)	-5.2%	-7.4%	-1.4%	-0.8%	1.3%
COc1ccc(C(Nc2cccc([N+](=O)[O-])c2)P(=O)(OC(C)C)OC(C)C)cc1 (stereo not drawn)	5.9%	-2.9%	1.8%	6.8%	80.1%
CSC(=NNC(=O)c1ccccc1O)SC	-2.3%	-2.8%	x	-12.5%	0.5%
CC(Cc1ccccc1)NC(=O)CCCN1C(=O)c2ccccc2C1=O (stereo not drawn)	2.8%	-7.6%	-2.2%	-7.2%	0.2%
CC(C)(C)C(=O)COC(=O)CNC(=O)c1ccc(Oc2ccccc2)cc1	0.8%	7.8%	9.5%	0.9%	1.1%
CCN(CC(=O)Nc1ccc(OC)cc1)CC(=O)Nc1cccc(C#N)c1	1.7%	19.3%	3.1%	-0.3%	i
COc1ccc(NC(=O)C2CC(=O)OC2(C)C)cc1 (stereo not drawn)	8.4%	0.1%	2.3%	1.8%	1.2%
O=C(NCc1ccco1)/C(=C/C=C\c1ccccc1)NC(=O)c1ccc(Br)o1	14.0%	-6.7%	0.3%	-3.8%	1.3%
COc1ccc(NC(=O)CSc2nnc(NC(=O)C3CC3)s2)cc1OC	-13.1%	-4.5%	-14.6%	0.4%	2.2%
COc1ccccc1C(=O)NCCCNc1ccc([N+](=O)[O-])cc1	5.6%	-5.1%	45.8%	6.8%	0.8%
CCN(CC(=O)NCc1cccs1)C(=O)c1cccc(S(=O)(=O)Nc2cccc(C)c2)c1	5.0%	-11.1%	33.6%	x	4.1%
CC1=C(C)CC(C(=O)NCc2ccccc2F)C(C(=O)O)C1 (stereo not drawn)	2.8%	22.6%	8.5%	-3.0%	i
COc1cccc(-c2nnc3n2N=C(c2cc(OC)ccc2OC)CS3)c1	1.9%	-0.8%	18.4%	-5.2%	i
CCCn1c(N)c(C(=O)CSc2nnc(C3CC3)n2Cc2ccccc2)c(=O)n(C)c1=O	-9.8%	-3.9%	21.5%	x	1.9%
CC1CCN(S(=O)(=O)c2ccc(Cl)cc2)CC1	-7.6%	0.5%	17.8%	-13.9%	2.7%

The list continues:
SMILES	H37Rv inhibition	influenza NS1A	M. tuberculosis	Salmonella PhoP GFP	inhibitors of VEEV	others
CCN(CC)S(=O)(=O)c1ccc(C(=O)Oc2cc(C)[nH]c(=O)c2[N+](=O)[O-])cc1	-4.8%	3.5%	2.2%	-6.9%	0.3%
O=S(=O)(Nc1ncccn1)c1ccc(F)cc1	-2.3%	-16.4%	-11.7%	-0.9%	i
COc1ccc([C@H]2Cc3cc(O)cc(O)c3C(=O)O2)cc1O	2.8%	-15.7%	3.7%	x	6.3%
COc1ccc(CCC(=O)NCCc2ccc(Cl)cc2)cc1	2.5%	1.2%	29.2%	-1.2%	1.0%

Assay outcomes from PubChem BioAssay.
